Bioassay records (PubChem BioAssay)
Scp1 inh – inhibitors of human Scp-1 phosphatase | Q9GZU7 | Recombinant Scp1, phosphopeptide, malachite green phosphate absorbance | inhibition, % at 20 µM | hit rate 0.88% among 340,000 | AID 493091;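 active means inhibition above about 50% at 20 µM, limit read from the data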;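 further: plate controls were DMSO wells with enzyme for no effect and wells lacking enzyme for full effect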
Target sequence (Q9GZU7 76-261 limits assumed): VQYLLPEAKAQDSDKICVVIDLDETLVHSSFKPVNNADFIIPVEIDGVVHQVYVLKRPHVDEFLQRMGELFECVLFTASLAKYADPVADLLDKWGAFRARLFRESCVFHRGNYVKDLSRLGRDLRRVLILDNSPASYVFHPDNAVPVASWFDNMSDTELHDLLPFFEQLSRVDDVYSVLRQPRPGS
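Test system: SCP-1 phosphatase catalytic domain, residues 76-261; measured by: colorimetric phosphate reagent with accelerator and stabiliser, absorbance at 630 nm; timing: enzyme reaction 45 min at room temperature, colour 5 min, stabilisation 30 min; also added: Phosphorylated 17-residue peptide substrate; compound dosing: one concentration, 20 µM, with 1.0% DMSO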
Rpn11 block – inhibitors of human proteasome Rpn11. human 26S proteasome, Ub4-pepOG fluorescence polarization; 20S core pre-blocked with epoxomicin. calls only at 20 µM. hit rate 0.59% among 360,000. AID 588493;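 active means inhibition at 20 µM, scaled to each plate's controls, above about 33%, limit read from the data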
Target sequence (O00487 whole entry, looked up): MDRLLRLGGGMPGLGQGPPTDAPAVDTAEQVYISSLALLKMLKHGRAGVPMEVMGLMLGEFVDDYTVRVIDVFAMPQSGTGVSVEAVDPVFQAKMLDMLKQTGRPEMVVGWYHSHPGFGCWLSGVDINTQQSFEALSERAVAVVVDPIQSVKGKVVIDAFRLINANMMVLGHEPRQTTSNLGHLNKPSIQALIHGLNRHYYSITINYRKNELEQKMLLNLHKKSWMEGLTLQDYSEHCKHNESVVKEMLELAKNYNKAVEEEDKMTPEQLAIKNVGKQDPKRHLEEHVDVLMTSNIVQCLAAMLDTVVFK
LMPTP inh – blocks human LMPTP phosphatase | hit rate 0.22% among 360,000 | P24666 | recombinant LMPTP-A, OMFP fluorogenic substrate, fluorescence intensity | inhibition, % at 20 µM;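 active means compounds that cut the enzyme signal by at least half of the control window in the single-dose screen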;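 further: plate controls were DMSO wells with enzyme plus substrate for no effect and substrate without enzyme for full effect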
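test system = LMPTP-A | amount = 0.625 nM LMPTP-A final | reagent = fluorogenic phosphatase substrate OMFP at 400 µM final | incubation = 50 min at room temperature | benchmarks = no-enzyme low control, uninhibited high control | medium = Bis-Tris pH 6.0, DTT, detergent | signal = fluorescence intensity of OMFP turnover product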
DNMT1 inh – inhibitors of human DNMT1; P26358; DNMT1 molecular beacon, Hinp1I cleavage, fluorescence; inhibition (reported as % activation of signal), % at 10 µM; hit rate 0.83% among 360,000; AID 588458; in the data active means inhibition above about 50%
STEP block – blocks human striatal-enriched tyrosine phosphatase; P54829; recombinant STEP, OMFP fluorogenic substrate, fluorescence; AID 588621; inhibition, % at 20 µM; hit rate 0.25% among 360,000;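 active means inhibition at 20 µM, scaled per plate between control wells, above about 37%, limit read from the data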;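 further: 0% = DMSO with enzyme and substrate and 100% = substrate only without enzyme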
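material = STEP tyrosine phosphatase | reagent = fluorogenic phosphatase substrate OMFP at 25 µM final | doses = single compound dose of 20 µM, 1% DMSO final | schedule = 20 min reaction, room temperature, in the dark | measured by = fluorescence, 480/540 nm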
Neddylation inh – blocks human cullin neddylation. calls only at 25 µM. TR-FRET cullin neddylation, biochemical. P61081+Q13564. hit rate 0.58% among 360,000; in the data active means inhibition above about 36%
NadD inh – inhibitors of Staphylococcus aureus NadD | purified NadD enzyme, colorimetric absorbance read-out | inhibition, % at 20 µM | hit rate 0.78% among 360,000; in the data active means inhibition above about 26%; further: some compounds past the cut are filed as inactive
CSN deneddyl inh – CSN deneddylation inhibition. AID 651999. inhibition, % at 12.5 µM. Purified CSN, SCF-Nedd8-OG deneddylation, fluorescence polarization. hit rate 0.38% among 360,000;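 active means pattern-corrected inhibition above about 35%, with an unprinted fluorescence ratio check between 0.5 and 1.5, limit read from the data, passing the limit was not always enough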;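 further: 0% = enzyme with substrate and 100% = substrate without enzyme; some results filed as inactive read as strong as hits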
Target sequence (Q92905 whole entry, looked up, one chain of several): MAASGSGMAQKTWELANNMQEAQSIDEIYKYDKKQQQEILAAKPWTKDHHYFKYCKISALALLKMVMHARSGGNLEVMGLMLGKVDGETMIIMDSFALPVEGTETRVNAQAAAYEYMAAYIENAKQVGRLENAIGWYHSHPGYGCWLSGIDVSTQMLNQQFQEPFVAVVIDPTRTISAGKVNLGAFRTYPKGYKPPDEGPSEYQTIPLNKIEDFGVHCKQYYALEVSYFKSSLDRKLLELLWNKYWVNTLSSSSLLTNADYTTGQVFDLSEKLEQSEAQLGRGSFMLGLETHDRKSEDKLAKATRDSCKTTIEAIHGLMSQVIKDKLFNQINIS
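Assay system: Purified human Csn5 enzyme expressed in HEK293T cells | Amount: Enzyme 0.24 nM | Measured by: Fluorescence polarization readout | Medium: Tris/NaCl/DTT buffer, pH 7.5 | Compound dosing: One concentration, 12.5 µM, 0.25% DMSO | Times: 90 min incubation of compound, enzyme and substrate at room temperature | Control set: no-enzyme wells high, enzyme-with-substrate wells low | Read-out: % inhibition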
Rin1 Abl inh – blocks binding of human Rin1 to Abl; inhibition, % at 7.35 µM; P00519+Q13671; TR-FRET Rin1/Abl binding, biochemical; hit rate 0.4% among 360,000; AID 588664; in the data active means inhibition above about 5%, passing the limit was not always enough
SUMO1 PPI mod – alters human SUMO1 binding to SIM partners; P63165; SUMO1 binding to a labelled peptide, TR-FRET, 1 h; inhibition, % at 20 µM; hit rate 0.33% among 360,000; in the data active means inhibition above about 37%
Target sequence (P63165 whole entry, looked up): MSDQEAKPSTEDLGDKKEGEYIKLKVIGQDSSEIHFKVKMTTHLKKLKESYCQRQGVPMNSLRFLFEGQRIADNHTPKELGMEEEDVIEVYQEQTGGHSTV
Active calls of the source: *; i = inactive; nt = not tested or not shown; & = joins results of further samples. This is a random part of the collection; overall some 3.8% were active at least once.

SMILES	Scp1 inh	Rpn11 block	LMPTP inh	DNMT1 inh	STEP block	Neddylation inh	NadD inh	CSN deneddyl inh	Rin1 Abl inh	SUMO1 PPI mod
C/C(=N\NC(=O)C(C)Oc1ccc([N+](=O)[O-])cc1)c1ccccn1 (stereo not given)	-20	i	-1.6	0	-3	i	-7	4	2	-7
Cc1csc(NC(=O)CSc2nnc(-c3ccccc3)o2)n1	0	i	-0.5	0	2	i	-14	8	-1	0
CCOc1cc(/C=N/Nc2nncc(-c3ccccc3)n2)ccc1O	-4	i	2.6	-2	-4	i	9	-6	1	-6
CCN(CC)CCNC(=O)C(=O)NCC1OCCN1S(=O)(=O)c1ccc2c(c1)OCCO2 (stereo not given)	1	i	-3.0	-3	2	i	3	10	3	6
O=[N+]([O-])c1ccccc1OCCCN1CCOCC1	-5	i	-1.2	-3	3	i	6	4	-1	-7
Cc1ccc(CS(=O)Cc2ccc(C(=O)NCc3ccccc3Cl)o2)cc1 (stereo not given)	-6	i	-0.8	-1	-2	i	0	-3	4	4
Cc1ccc(NC(=O)C(C)N2CCCc3ccccc32)cc1S(=O)(=O)N1CCOCC1 (stereo not given)	nt	i	1.2	-3	-2	i	-1	4	-2	4
Cc1ccc(S(=O)(=O)N2CCCC2C(=O)OCC(=O)Nc2ccc3c(c2)OCO3)cc1 (stereo not given)	-6	i	0.4	0	0	i	-3	-1	0	6
CCc1cc(=O)oc2cc(C)c3c(C)coc3c12	0	i	-1.9	21	-1	i	1	5	2	4
O=[N+]([O-])c1cc(Cl)ccc1NCCNS(=O)(=O)c1ccccc1	-1	i	2.9	1	0	i	-7	-1	-4	-39
O=C(COc1ccccc1F)Nc1nc(-c2ccccn2)cs1	10	i	3.6	7	18	i	9	7	3	14
CCCCC(=O)Nc1ccc2c(c1)nc(CN1CCN(C(=O)OCC)CC1)n2C	-16	i	-2.5	6	2	i	-6	1	0	1
Cn1c(CNC(=O)CCNC(=O)c2cccc(F)c2)cc(=O)n(C)c1=O	-4	i	0.0	2	-3	i	-7	-6	3	2
CC(=O)Nc1ccc(OC(=O)c2ccco2)cc1	-2	i	-0.3	0	0	i	8	-2	7	4
CC(C)Cn1c(=S)[nH]c2cc(C(=O)NCc3ccccc3F)ccc2c1=O	-7	i	-1.3	11	1	i	2	0	4	-6
COc1ccc(CNC(=O)C/C(C)=N/NC(=O)Cc2ccc(OC)cc2)cc1	-2	i	-0.4	2	-3	i	-1	2	-7	2
O=C(NCc1ccccc1)c1ccc(NC(=O)C2CCCCC2)cc1	-4	i	-1.4	13	2	i	2	2	0	5
Cn1c(CNC(=O)Nc2ccccc2)nnc1SCc1ccccc1	0	i	1.4	2	-1	i	-3	0	3	-4
Cc1cnc(NC(=O)c2c(Cl)cnn2C)s1	-5	i	-1.1	2	1	i	5	0	-1	-6
Cc1cc2cc(CNC(=O)c3ccco3)ccc2n1C	-5	i	19	13	2	i	10	-3	-4	4
O=C(COC(=O)c1cnc(Cl)c(Cl)c1)NC1CCCCCC1	-6	i	-1.5	4	0	i	1	-2	0	-3
COC(=O)c1ccc(-n2nnnc2SCC(=O)NCc2cccc(C(=O)O)c2)cc1	-8	i	-2.1	2	0	i	-1	8	-4	3
COC(=O)c1ccc(OC)c(CSc2nnc(COc3cccc(C)c3)o2)c1	-17	i	1.9	-7	3	i	-2	23	1	3
O=C(Nc1cccc(Cl)c1)Nc1nnc(-c2ccncc2)s1	-7	i	40	30	8	i	24	92	-4	7
Cc1ccc(S(=O)(=O)NCC(=O)OCc2csc(CC(=O)Nc3ccccc3C)n2)cc1C	0	i	1.1	-3	-1	i	11	-4	0	-6

Whole records, looked up by structure.
Cc1ccc(NC(=O)C(C)N2CCCc3ccccc32)cc1S(=O)(=O)N1CCOCC1 (stereo not given) reads Scp1 inh = nt; Rpn11 block = i; LMPTP inh = 1.2; DNMT1 inh = -3; STEP block = -2; Neddylation inh = i; NadD inh = -1; CSN deneddyl inh = 4; Rin1 Abl inh = -2; SUMO1 PPI mod = 4
Cc1ccc(CS(=O)Cc2ccc(C(=O)NCc3ccccc3Cl)o2)cc1 (stereo not given) reads Scp1 inh = -6; Rpn11 block = i; LMPTP inh = -0.8; DNMT1 inh = -1; STEP block = -2; Neddylation inh = i; NadD inh = 0; CSN deneddyl inh = -3; Rin1 Abl inh = 4; SUMO1 PPI mod = 4

Carrying on:
SMILES	Scp1 inh	Rpn11 block	LMPTP inh	DNMT1 inh	STEP block	Neddylation inh	NadD inh	CSN deneddyl inh	Rin1 Abl inh	SUMO1 PPI mod
Fc1cc2nc(-c3ccncc3)[nH]c2cc1F	-2	i	-0.3	3	0	nt	-4	8	-4	2
CC(=O)Nc1ccc(/C(C)=N/NC(=O)c2ccc(F)cc2)cc1	-1	i	-2.1	-1	-2	i	2	5	-4	-1
Cc1ccc(NC(=O)c2cc(C(=O)Nc3ccc(C)cc3)n(C)n2)cc1	-11	i	-1.8	15	-2	nt	-1	1	-4	0
COc1ccc(CN(C)CCCn2ccc(N)nc2=O)cc1OC	nt	i	-2.6	2	0	i	6	2	-5	3
Cc1ccccc1NC(=O)c1sc2nc3c(c(-c4ccco4)c2c1N)CCCC3	-5	i	2.8	-9	0	i	33*	4	1	-93
COc1ccc(NC(=O)Cn2nnc(-c3ccccc3NS(=O)(=O)c3ccc(OC)cc3)n2)cc1	-11	i	-0.6	-1	0	i	-4	2	-2	-1
COc1ccc(N(CC(=O)Nc2ccc(C)cc2C)S(=O)(=O)c2ccccc2[N+](=O)[O-])c(OC)c1	1	i	3.2	-2	2	i	0	0	0	-3
Cc1[nH][nH]c(=O)c1C(c1c(C)[nH][nH]c1=O)c1cn(Cc2ccc(F)cc2)c2ccccc12	-11	i	2.6	39	-1	i	12	6	2	-6
O=C(NNC(=O)c1cc2ccccc2cc1O)Nc1ccc(Br)cc1	-14	i	0.6	-19	2	i	1	8	-3	-2
Cc1ccc(C(=O)Oc2coc(CSc3nnc(NC(=O)C4CC4)s3)cc2=O)cc1C	4	i	0.7	3	-1	i	9	-10	2	-2
O=c1ccnc(SCCC(F)=C(F)F)[nH]1	-1	i	1.1	2	-1	i	-1	1	0	4
O=C(O)/C(=C\c1ccc2ccccc2c1)c1cccc2ccccc12	-19	i	-1.1	1	0	i	2	5	-3	-6
Nc1nc(N)nc(-c2cc(F)ccc2O)n1	0	i	-1.4	4	-1	i	-3	-6	0	6
CC1=NN(C(N)=S)C(=O)C1N=Nc1ccc(Cl)cc1Cl (stereo not given)	-4	i	0.6	-19	0	i	7	2	-5	-21
NC(=O)CCS(=O)(=O)c1ccc(Cl)cc1	-7	i	-0.3	-1	-10	i	-5	9	0	-1
FC(F)(F)c1cnc(NNC(=S)Nc2ccccc2)c(Cl)c1	nt	i	4.8	1	0	i	3	0	1	5
CC(C)(C)NC(=O)CSc1nnc(-c2c[nH]c3ccccc23)o1	-5	i	-0.5	1	0	i	-11	-4	4	-1
Cc1cccc(C)c1NC(=O)c1cc(S(=O)(=O)N2CCc3ccccc32)cn1C	-11	i	0.9	3	-2	i	0	1	-1	3
COc1ccc(C(=O)Nc2cccc(OC)c2)cc1	-4	i	-2.3	3	-6	i	-6	-1	6	0
Cc1cc(=O)n2c(-c3ccccc3C)n[nH]c2n1	-12	i	-0.2	4	-4	i	-7	1	-1	3
CCOc1ccc(-n2c(N)c(C(=O)NCc3cccnc3)sc2=S)cc1	-2	i	-2.3	-3	2	i	-5	2	-2	-24
N/C(Cc1ccc([N+](=O)[O-])cc1)=N\OC(=O)C(c1ccccc1)c1ccccc1	-9	i	2.4	-1	1	i	-5	9	1	-18
CC1(C)CCC(C)(C)NC(=S)N1	-7	i	0.3&-1.1	0&-3	2&-1	i	-6&8	-3&-1	-2&-2	2&-1
CNC(=O)c1cc2ccc(OC)cc2oc1=O	-9	i	-0.6	9	-2	nt	1	13	-1	-16
Cc1csc2nc(CNC(=O)C3CC=CCC3C(=O)O)cn12 (stereo not given)	-11	i	2.7	1	-1	i	6	2	-2	0
SMILES	Scp1 inh	Rpn11 block	LMPTP inh	DNMT1 inh	STEP block	Neddylation inh	NadD inh	CSN deneddyl inh	Rin1 Abl inh	SUMO1 PPI mod
C/C(=N/NC(=O)c1ccc(C)s1)c1cccc(NC(=O)COc2ccc(Cl)cc2C)c1	-5	i	1.8	10	-1	i	12	7	0	1
COc1ccc(-c2nnc(N)s2)cc1OC	-4	i	0.7	1	2	i	-6	-3	5	-3
Cc1ccc(S(=O)(=O)N2CC(=NO)C2)cc1	-7	i	-1.8	2	-2	i	1	-3	0	1
Cc1ccc2c(c1)[C@H]1[C@H](CO2)[C@H](c2ccccc2)[C@]2(C)C(=O)N(Cc3ccco3)CC(=O)N12	8	i	0.1	14	1	i	5	7	0	27
O=C1/C(=C/c2ccco2)SC(=S)N1c1cccnc1	87*	nt	75*	99*	79*	i	22	62	8	107*
Cc1cccc(C)c1NC1=NCCCCC1	-5	i	-2.2	0	2	i	-3	5	0	-5
CSCC(=O)N1CCCC(N2CCN(c3ccc(F)cc3)CC2)C1 (stereo not given)	-5	i	0.0	3	0	i	-5	-3	-2	5
O=C(CN1CCCC1)NN=C(c1ccccc1)c1ccccc1	-2	i	2.4	3	1	i	-5	6	5	-6
Cn1c(CSCc2ccc(F)cc2)nnc1SCC(=O)Nc1nccs1	-2	i	-1.7	3	-5	i	-3	4	5	0
NCCCNC(=S)NCCCN(Cc1ccc(Cl)cc1)c1ccc(Br)cn1	nt	i	-8.7	-74	4	i	4	4	1	-134
Cc1ccc(NC(=O)COc2ncnc3c(Cl)cc(Cl)cc23)cc1[N+](=O)[O-]	-5	i	0.2	14	-4	i	-1	2	-1	-5
CC1=C/C(=N\NC(=S)Nc2cccnc2)CC(C)(C)C1	-7	i	-0.7	-1	1	i	-3	4	-4	-4
COC(=O)/C=c1\sc2ncnn2c1=O	-13	i	-3.6	3	1	i	2	0	1	-14
Cn1nc(C(=O)Nc2nc(-c3ccc(F)cc3)cs2)ccc1=O	-9	i	-0.3	23	-1	i	0	3	-2	-2
COc1ccccc1NS(=O)(=O)c1ccc(O)c(C(=O)OCC(=O)c2ccc(Cl)cc2Cl)c1	-14	i	1.0	-4	-2	i	7	-2	1	-1
COc1cccc(NC(=O)Nc2nnc(Cc3ccc(F)cc3)s2)c1	-3	i	-1.9	12	2	i	9	0	0	0
C/C(=N\Nc1ccccn1)c1ccc2c(c1)OCO2	-1	i	4.3	-1	-2	i	0	-7	3	-6
CC1CCCN(CC(=O)Nc2cc(Cl)ccc2Oc2ccccc2)C1 (stereo not given)	-1	i	1.5	5	2	i	5	-5	-1	17
COc1ccc(S(=O)(=O)N2CCC(n3cnc4ccccc43)CC2)cc1	1	i	4.4	-2	1	i	-2	1	5	-5
O=C(O)c1ccc(/C=C2\SC(=Nc3ccccc3)N(c3ccccc3)C2=O)cc1	-10	i	-1.0	-4	1	i	-3	1	-3	-19
